Assay outcomes: PubChem BioAssay, National Center for Advancing Translational Sciences (NCATS)
KAT2A inh: blocks human GCN5L2 histone acetyltransferase | Q92830 | GCN5L2 HAT assay, ThioGlo1 CoA-SH fluorescence | hit rate 0.21% among 390,000 | Potency, µM (doses to about 58.9 µM), for the others: at the highest dose activity change, negative = inhibition, actives largely listed as inhibitors
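Preincubate 20nM GCN5L2 with compound 15 min, RT → add 50uM ThioGlo1 + 75uM H3(1-25) + 70uM acetyl-CoA → read fluorescence 0 and 20 min. Primary qHTS; fluorescent artifacts likely.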
TDP1 inh: blocks human tyrosyl-DNA phosphodiesterase 1; Q9NUW8; recombinant TDP1, AlphaScreen DNA substrate cleavage; Potency, µM (titrated, usually from 130 µM), for the others: at the highest dose activity change, negative = inhibition, actives largely listed as inhibitors; hit rate 0.28% among 350,000; further: nearly all actives have a fitted effect of over 40% in size
Target sequence (Q9NUW8 whole entry, looked up): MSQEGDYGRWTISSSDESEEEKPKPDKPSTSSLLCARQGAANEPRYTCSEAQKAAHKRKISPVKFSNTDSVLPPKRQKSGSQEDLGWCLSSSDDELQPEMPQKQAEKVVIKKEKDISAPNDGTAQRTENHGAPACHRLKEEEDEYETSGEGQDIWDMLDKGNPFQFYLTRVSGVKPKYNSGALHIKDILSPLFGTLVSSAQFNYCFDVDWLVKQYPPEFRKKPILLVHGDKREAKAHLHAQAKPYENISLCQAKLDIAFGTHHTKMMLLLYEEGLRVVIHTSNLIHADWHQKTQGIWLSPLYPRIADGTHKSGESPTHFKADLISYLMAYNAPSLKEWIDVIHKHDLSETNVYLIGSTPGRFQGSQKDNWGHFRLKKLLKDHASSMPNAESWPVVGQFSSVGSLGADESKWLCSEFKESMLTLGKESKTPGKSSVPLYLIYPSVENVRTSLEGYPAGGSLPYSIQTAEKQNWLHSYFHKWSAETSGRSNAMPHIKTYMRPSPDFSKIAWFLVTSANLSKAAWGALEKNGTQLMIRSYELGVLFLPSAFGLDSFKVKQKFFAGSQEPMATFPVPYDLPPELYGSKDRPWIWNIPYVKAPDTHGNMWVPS
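Tdp1 1 nM final; 15 min RT w/ cpd; substrate 15 nM, 5 min; beads 10 ug/ml, 10 min; AlphaScreen read. Neg ctrl: no enzyme.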
TDP1 cell noCPT: qHTS for Inhibitors of human tyrosyl-DNA phosphodiesterase 1 (TDP1): qHTS in cells in absence of CPT; DT40 Tdp1-/- hTDP1 cells, no CPT, ATP luminescence, 48 h; Potency, µM (titrated, usually from 46.2 µM), for the others: at the highest dose activity change, negative = growth inhibition, actives largely listed as inhibitors; hit rate 15% among 420,000; AID 686978, 2013; further: nearly all actives have a fitted effect of over 55% in size
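Chicken DT40 Tdp1-/- cells complemented with human TDP1, screened without camptothecin (DMSO vehicle only), 400 cells/well. Compounds pin-transferred, cells incubated at 37 °C for at least 48 hr. Growth read as ATP-dependent luminescence (CellTiter-Glo, 30 min at RT).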
Active calls of the source: *; ? = inconclusive; . = not tested or not shown; & = joins results of further samples. The call rests on the fitted dose curve; in most records, active means well fitted curve in the direction sought with a large enough effect; inconclusive means small, poorly fitted or top-dose-only effect, or another doubt; inactive means no such curve, though single readings can be large; an effect the other way counts as inactive or inconclusive. On the % scale 0 is the no-effect control and ±100 the full control effect; potency means the concentration at half of the fitted maximal effect.

SMILES	KAT2A inh	TDP1 inh	TDP1 cell noCPT
CCn1c(C)nnc1SCC(=O)NC1CCCCCC1	-2%	0%	5%
Cc1ccc2nsnc2c1NC(=O)c1cncc(Br)c1	0%	3%	-16%
COCCn1c(SC(C)C(=O)NCC2CCCO2)nc2scc(-c3ccc(F)cc3)c2c1=O (centres undefined)	1%	0%	?
CC1Cc2nc(SCC(=O)Nc3ccc4c(c3)OCO4)n(Cc3ccccc3)c(=O)c2S1 (centres undefined)	-25%	10%	?
CC(C)=CCN1CCN(Cc2nc(-c3ccccc3)cs2)CC1CCO (centres undefined)	6%	-2%	?
Nc1nc(-c2ccccc2)c(-c2ccccc2)n1N	-2%	.	15%
Cn1nc(C(F)(F)F)c(-c2ccc(Br)cc2)c1NC(=O)c1ccco1	1%	-3%	?
CCn1c(SCC(=O)C(C)(C)C)nnc1-c1cccnc1	-2%	11%	-14%
Cc1nnc(SCC(=O)Nc2ccccc2)n(N)c1=O	-9%	1%	-12%
CCC(=O)n1nc(NCc2ccccc2OC)nc1NCc1ccccc1OC	-11%	4%	?
Cc1ccc(S(=O)(=O)C2(S(=O)(=O)c3ccc(C)cc3)CC2)cc1	2%	.	-15%
O=c1[nH]cnc2c1nc(NCc1ccccc1)n2C1O[C@@H](CO)[C@H](O)[C@@H]1O (some centres undefined)	2%	.	-21%
Cc1cn(S(=O)(=O)c2ccc(Br)c3ccccc23)cn1	1%	4%	.
C/C(=N\NC(=O)c1cc(-c2cccc([N+](=O)[O-])c2)n[nH]1)c1ccc(F)cc1	-1%	1%	2%
CCc1nccn1-c1cc(C(C)(C)C)nc2c(-c3ccc(Cl)cc3)cnn12	23%	4%	18µM*
CCc1nn(CC(=O)NC(C)C)c(=O)c2cc3cc(F)ccc3n12	0%	-3%	-13%
COc1ccc(CCNC(=O)C(=O)NCC(c2ccco2)S(=O)(=O)c2cccs2)cc1OC (centres undefined)	0%	3%	?
CC(C)C(C)NC(=O)CN1C(=O)NC2(CCc3ccccc32)C1=O (centres undefined)	-9%	6%	23%
Cc1ccccc1C(=O)NCC(c1ccco1)N1CCc2ccccc21 (centres undefined)	-19%	.	?
CC(C)CCn1c(SC(C)C#N)nc2ccccc2c1=O (centres undefined)	.	-11%	?
CCN(CC)S(=O)(=O)c1ccc2c(c1)N(CC(=O)N1CCN(c3cccc(C)c3C)CC1)C(=O)CO2	1%	5%	15µM*
O=C(Cn1c(=O)nc(-c2ccccc2)c2ccccc21)Nc1ccc(Cl)cc1F	-7%	5%	-25%
O=C(O)C1C2C=CC(C2)C1C(=O)Nc1cccc(C(=O)N2CCCCC2)c1 (centres undefined)	-6%	2%	-9%
CCOC(=O)Cn1c(=O)n(C2CCCCC2)c2nc(-c3cccc(F)c3)nc(C(N)=O)c21	10%	1%	.
Cc1ccc(NC(=O)C2CCN(C(=O)c3cnn(-c4ccccc4)c3-n3cccc3)CC2)cc1C	-5%	3%	?
CC(CNC(=O)c1ccc(NC2=NC3CS(=O)(=O)CC3S2)cc1)c1ccccc1 (centres undefined)	?	.	12%
C#CC(C)(CC)NC(=O)Cn1nnc(-c2ccc(OCc3c(F)cccc3Cl)cc2)n1 (centres undefined)	-8%	6%	18µM*
C[C@@]12CCC[C@@](C)(C(=O)O)C1CC[C@@]13C[C@@H](NCc4ccccc4)[C@@](C)(CCC12)C3 (some centres undefined)	-1%	0%	21µM*
Cc1cc(C(C)C)n2c(nc3ccccc32)c1C#N	-4%	5%	.
Cc1cccc(C(=O)N[C@H](C(=O)Nc2cccc(S(=O)(=O)N3CCCC3)c2)C(C)C)c1	-3%	1%	?
O=[N+]([O-])c1ccc(-c2csc(Nc3ccccc3)[n+]2Cc2ccccc2)cc1	-3%	5%	21µM*
CCOC(=O)c1cc(S(=O)(=O)N2CCN(C(=O)OCC)CC2)cn1C	-4%	0%	?
Cc1cc(OCC(=O)NNC(=O)CCc2ccccc2)ccc1Br	-6%	.	0%
O=C(CSS(=O)(=O)O)N1CCN(C(=O)c2ccoc2)CC1	-6%	3%	1%
COc1ccc(CN(CCN(C)C)Cc2ccccc2)c(OC)c1	-8%	-1%	?
O=C(Cc1ccc(F)cc1)Nc1nnc(SCC(=O)NC2CCCC2)s1	-6%	-2%	-3%
Cc1ccc(CNC(=O)C(C)n2ccc3cc(S(=O)(=O)N4CCCC4)ccc32)cc1 (centres undefined)	-6%	6%	0.46µM*
O=C(CN1CCN(CC(=O)Nc2ccccc2Cl)CC1)Nc1ccc2c(c1)OCCO2	-4%	6%	23µM*
Cc1ccc(C(=O)OCc2nnc(-c3ccccc3)o2)cc1S(=O)(=O)N1CCOCC1	-22%	.	-11%
CCOC(=O)c1c(C)[nH]c(C(=O)CN2C(=O)NC(CC)(c3ccccc3)C2=O)c1C (centres undefined)	-20%	11%	?
CCC(C(=O)NC1CCCCC1)N(C(=O)c1snc(C(N)=O)c1N)c1ccc(OC)cc1OC (centres undefined)	-7%	.	23µM*
Cc1ccc2c(c1)CCCN2CC(=O)Nc1cc(S(=O)(=O)N2CCCC2)ccc1Cl	-4%	8%	15µM*
CC1=C(C(=O)Nc2cc(Cl)ccc2C)C(c2ccccc2F)n2ncnc2N1 (centres undefined)	21%	-2%	-13%
Cn1c(=O)c2c(nc3n2CC(COc2ccc(Cl)cc2)O3)n(C)c1=O (centres undefined)	-1%	5%	-16%
COc1ccccc1CN1C(=O)CN(C2CCCCCC2)C(=O)C1c1ccc(F)cc1 (centres undefined)	-9%&-10%	?	18µM*
COc1ccc(NC(=O)CC2C(=O)N(c3ccccc3)C(=O)N2CCc2cccs2)cc1 (centres undefined)	-4%	0%	1%
CCOC(=O)C1CCCN(C(=O)c2ccc(NC(=O)CC3SC(N4CCCC4)=NC3=O)cc2)C1 (centres undefined)	-15%	1%	-17%
CSc1nsc(SC)c1NC(=O)Nc1ccccn1	3%	4%	?
FC(F)(F)c1cc(CCN2CCNC[C@H]2Cc2cccc3ccccc23)cc(C(F)(F)F)c1	-12%	.	8.2µM*
CCOC(=O)CN1C(=O)S/C(=C/C=C/c2ccc(N(C)C)cc2)C1=O	-4%	11%	?
Carrying on.
SMILES	KAT2A inh	TDP1 inh	TDP1 cell noCPT
COc1cccc(N2CCN(S(=O)(=O)c3ccc4[nH]c5c(c4c3)CCCC5)CC2)c1	-13%	9%	?
Cc1cc(C)c(C#N)c(N2CCCC2)n1	?	-8%	-16%
Cc1ccc(C23CC4CC(CC(C(=O)NCC(=O)O)(C4)C2)C3)cc1	-16%	.	-9%
O=C(Cn1c(=O)nc(-c2ccccc2)c2ccccc21)NCc1ccc(F)cc1	0%	6%	-5%
O=C(Nc1nc2c(s1)CCc1ccccc1-2)c1cccs1	-5%	5%	?
O=C(COC(=O)CSc1ccc([N+](=O)[O-])cc1)NCCc1ccccc1	-2%	.	8%
CCCNC(=O)NC1CCCc2ccccc21 (centres undefined)	-1%	2%	-23%
CCOC(=O)N1CCN(C(=O)C2CCCN(S(=O)(=O)c3ccc(C)cc3)C2)CC1 (centres undefined)	-20%	3%	16µM*
CC(=O)CCc1oc2ccc(NC(C)=O)cc2c1-c1ccc(C)o1	-4%	8%	-19%
O=C(Cc1sc(-c2ccccc2Cl)nc1-c1ccccc1)Nc1ccccc1	-3%	2%	?
Cc1ccc(COc2ccc(C(=O)NN)cc2)cc1	?	0%	?
Cn1c(=O)c(CCc2ccccc2)nc2cncnc21	-16%	.	?
Cn1c(NC(=O)/C=C/c2ccccc2)cc(=O)n(C)c1=O	5%	-1%	?
CCOC(=O)c1ccc(Oc2cc(C)nc(Cl)n2)cc1	0%	0%	-23%
COC(=O)c1cc(CNC(=O)c2ccccc2OCc2c(C)noc2C)ccc1OC	0%	1%	-4%
CCCCOc1ccc(C(=O)NCC2(c3ccccc3)CCOCC2)cc1	-10%	3%	?
C/C(Cn1cnc([N+](=O)[O-])n1)=N/NC(=O)COc1c(Cl)cc(Cl)cc1Cl	-1%	-5%	-7%
Cn1c(N2CCOCC2)c(C=O)c2ccccc21	-15%	.	-3%
O=C(c1cc(=O)[nH]c2ccccc12)N(Cc1nnc(-c2ccccc2Cl)o1)C1CC1	-2%	-9%	?
Cc1c(NC(=O)c2cc(-c3ccco3)on2)c(=O)n(-c2ccccc2)n1C	0%	7%	-7%

Part of the list above in another layout:
Value order: KAT2A inh, TDP1 inh, TDP1 cell noCPT
> O=C(COC(=O)CSc1ccc([N+](=O)[O-])cc1)NCCc1ccccc1
→ -2%, ., 8%
> CCCNC(=O)NC1CCCc2ccccc21 (centres undefined)
→ -1%, 2%, -23%
> CCOC(=O)N1CCN(C(=O)C2CCCN(S(=O)(=O)c3ccc(C)cc3)C2)CC1 (centres undefined)
→ -20%, 3%, 16µM*
> CC(=O)CCc1oc2ccc(NC(C)=O)cc2c1-c1ccc(C)o1
→ -4%, 8%, -19%
> O=C(Cc1sc(-c2ccccc2Cl)nc1-c1ccccc1)Nc1ccccc1
→ -3%, 2%, ?
> Cc1ccc(COc2ccc(C(=O)NN)cc2)cc1
→ ?, 0%, ?
> Cn1c(=O)c(CCc2ccccc2)nc2cncnc21
→ -16%, ., ?
> Cn1c(NC(=O)/C=C/c2ccccc2)cc(=O)n(C)c1=O
→ 5%, -1%, ?
> CCOC(=O)c1ccc(Oc2cc(C)nc(Cl)n2)cc1
→ 0%, 0%, -23%
> COC(=O)c1cc(CNC(=O)c2ccccc2OCc2c(C)noc2C)ccc1OC
→ 0%, 1%, -4%
> CCCCOc1ccc(C(=O)NCC2(c3ccccc3)CCOCC2)cc1
→ -10%, 3%, ?
> C/C(Cn1cnc([N+](=O)[O-])n1)=N/NC(=O)COc1c(Cl)cc(Cl)cc1Cl
→ -1%, -5%, -7%

(more compounds)
SMILES	KAT2A inh	TDP1 inh	TDP1 cell noCPT
Cc1c(C(=O)N(Cc2ccc(Cl)cc2)CC2CCCO2)oc2ccc(F)cc12 (centres undefined)	-9%	-1%	15µM*
Cc1ccc2ncc3c(-c4ccc(F)cc4)nn(CC(=O)Nc4ccccc4C)c3c2c1	0%	5%	7%
CCOC(=O)c1cc(C(C)C)sc1NC(=O)COC(=O)c1nccnc1N	-13%	11%	-25%
C/C(=N\Nc1ccc(F)cc1F)c1ccc(F)cc1	-13%	12%	.
Cc1cc(C)c(C#N)c(OCC(=O)Nc2ccccc2)n1	-7%	.	4%
Cc1cc(C)cc(OCC(=O)NCC2CCCO2)c1 (centres undefined)	-6%	0%	-4%
C=C(C)C1Cc2c(C)nn(-c3ccccc3)c2C1 (centres undefined)	2%	3%	-19%
CCOC(=O)C1=NN(C(=O)c2ccc(OC)cc2)C(O)(c2ccc(Cl)cc2)C1 (centres undefined)	-5%	11%	?
O=C(C1CCCO1)N1CCN(C(=S)Nc2ccc(F)cc2)CC1 (centres undefined)	0%	5%	12%
N#CC1(NC(=O)CSc2nc3ncc(Cl)cc3[nH]2)CCCCC1	-5%	.	-21%
CCN(CC)S(=O)(=O)c1ccc(NS(=O)(=O)c2ccc(OC)c([N+](=O)[O-])c2)cc1	2%	1%	-21%
COC(=O)C1C(=O)C2=C(CC1C)NC(C)=C(C(=O)OC1CCCC1)C2c1ccc(N(C)C)cc1 (centres undefined)	-8%	11%	?
CCOc1ccccc1NC(=O)C(=O)N/N=C/c1ccc([N+](=O)[O-])cc1	-4%	-3%	3%
CCN1CCc2c(sc(N)c2C#N)C1	-4%	4%	23µM*
CN1c2ccccc2C(C)(C)C12CC(c1cccc(S(=O)(=O)N3CCCC3)c1)=NO2 (centres undefined)	-8%	6%	16µM*
CCn1c(/C=C/c2ccccc2)nc2ccccc21	9%	-4%	26µM*
COc1ccc(-c2nn3c(-c4cc(-c5ccccc5)n[nH]4)nnc3s2)cc1OC	.	0%	4.5µM*
O=C(Nc1ccccc1N1CCCC1)c1cccc(-c2cc3ccccc3oc2=O)c1	-9%	-3%	21µM*
O=C(Nc1nnc(-c2ccncc2)o1)c1ccccc1F	0%	4%	-11%
COc1ccc(NS(=O)(=O)c2cc(NC(=O)/C=C/c3cc(OC)c(OC)c(OC)c3)ccc2N2CCCCC2)cc1	-10%	8%	-18%
CC(NC(=O)c1ccccc1)C(=O)N/N=C/c1ccc(O)cc1 (centres undefined)	-4%	3%	1%
COc1cc2nc(COc3ccccc3[N+](=O)[O-])oc(=O)c2cc1OC	0%	5%	-13%
CCC(O)(CC)C(=O)NN(C(=O)Nc1csc2c1CCCC2)c1ccccc1	-14%	-3%	-16%
Cc1cc(C(N)=O)c2cc(Br)ccc2n1	2%	-6%	-1%
O=C(Cc1ccc([N+](=O)[O-])cc1)NCc1ccc2c(c1)OCO2	-2%	4%	-25%
CCCc1cc(=O)n2[nH]cc(-c3ccc(Cl)cc3)c2n1	-1%	5%	5.8µM*

Only part of the results is shown; the hit share may differ from the screen's.
